Screening results from PubChem BioAssay.
KCNQ2 inh = KCNQ2 channel blockers in CHO-K1 cells – cell-based, FluxOR thallium flux, B-score, primary screen (AID 2156); 20 min; stronger effect = lower value; B-score at 10 µM; actives 1.1% (n = 310,000);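 active = fluorescence ratio B-score at most minus 3 library SDs, with starting brightness B-score within 2 library SDs, cut at about -5.5 in these data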
Target sequence (O88943 whole entry, looked up): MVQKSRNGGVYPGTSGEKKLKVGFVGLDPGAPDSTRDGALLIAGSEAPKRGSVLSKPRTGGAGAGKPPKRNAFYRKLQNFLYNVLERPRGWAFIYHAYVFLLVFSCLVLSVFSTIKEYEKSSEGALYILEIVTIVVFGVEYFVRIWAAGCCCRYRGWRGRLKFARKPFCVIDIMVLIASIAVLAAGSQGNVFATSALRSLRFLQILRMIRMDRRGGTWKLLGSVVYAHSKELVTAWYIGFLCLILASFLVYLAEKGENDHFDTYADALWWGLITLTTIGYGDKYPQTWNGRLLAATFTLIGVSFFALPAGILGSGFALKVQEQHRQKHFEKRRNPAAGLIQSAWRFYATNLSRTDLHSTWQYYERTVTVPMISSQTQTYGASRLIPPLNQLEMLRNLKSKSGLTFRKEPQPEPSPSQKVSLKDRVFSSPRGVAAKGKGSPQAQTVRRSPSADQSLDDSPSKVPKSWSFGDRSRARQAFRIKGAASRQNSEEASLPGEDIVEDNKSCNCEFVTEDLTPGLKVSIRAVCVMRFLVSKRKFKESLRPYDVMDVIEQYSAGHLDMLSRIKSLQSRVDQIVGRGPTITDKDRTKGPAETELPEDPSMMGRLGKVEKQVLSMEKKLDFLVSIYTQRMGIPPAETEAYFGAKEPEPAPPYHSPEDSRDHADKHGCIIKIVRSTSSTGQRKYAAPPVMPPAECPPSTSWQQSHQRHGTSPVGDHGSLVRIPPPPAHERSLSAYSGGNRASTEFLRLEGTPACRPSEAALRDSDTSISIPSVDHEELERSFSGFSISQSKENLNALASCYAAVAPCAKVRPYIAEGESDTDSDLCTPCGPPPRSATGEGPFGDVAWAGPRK
CHT block = inhibits the human high affinity choline transporter. CHT-expressing cells, membrane potential dye, choline response; stronger effect = lower value. B-score at 10 µM. actives 0.86% (n = 310,000). AID 488975;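 active = B-score over 3 SD under the library average, and starting fluorescence ratio not unusually high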;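 also: choline stimulus applied at its EC90 after an EC20 pre-addition; B-score computed on integrated fluorescence ratio after choline addition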
Active calls of the source: *; i = inactive; x = not tested or not shown.

KCNQ2 inh	CHT block	SMILES
i	i	CC(Sc1nc(C2CC2)n(-c2ccccc2)n1)C(=O)c1c(N)n(C)c(=O)n(C)c1=O (configuration not stated)
i	i	CCOC(=O)c1oc2ccccc2c1COC(=O)CNC(=O)c1ccco1
i	i	CN(C(=O)C(Cl)Cl)c1ccc(OC(=O)c2ccco2)cc1
i	i	Cc1ccc(OCC2Cn3c(nc4c3c(=O)[nH]c(=O)n4C)O2)cc1 (configuration not stated)
i	i	O=C(Nc1nc2ccccc2[nH]1)Nc1ccccc1F
i	i	CNc1nc2c(C)cccn2c(=O)c1C=Nc1ccc(OC)cc1
i	i	CCOC(=O)C1=C(C)NC(=O)NC1c1ccsc1 (configuration not stated)
i	i	COc1ccc(N(C)S(=O)(=O)c2cccc(C(=O)NC3CCCCCC3)c2)cc1
i	i	c1ccc(-c2csc(N3CCSCC3)n2)cc1
i	i	CN(CC(O)Cn1c2ccccc2c2ccccc21)S(C)(=O)=O (configuration not stated)
i	i	COc1ccc(OCC(O)CN2CCC(CN3C(=O)c4cccc5cccc(c45)C3=O)CC2)cc1 (configuration not stated)
i	i	NC(=S)N=Nc1ccc(NN=C(N)N)cc1
i	i	O=C1CCC/C1=C\c1ccccc1
i	i	Cc1cnc(C(=O)OC(C)C(=O)c2c(C)[nH]c3ccccc23)cn1 (configuration not stated)
i	i	O=C(Nc1ccc(N2CCN(C(=O)c3cccs3)CC2)cc1)c1ccc([N+](=O)[O-])o1
i	i	CC(C)(C)NC(=O)c1cccc2c1OC(C)(C)C2
i	i	CC(C)C(=O)NCCCc1ccccc1
i	i	COc1ccc(CCn2c(=N)c(C(=O)NCc3ccco3)cc3c(=O)n4cccc(C)c4nc32)cc1
i	i	O=C(CSc1nnc2c(Cl)cc(Cl)cn12)N1CCOCC1
i	i	O=C(CCCn1c(=S)[nH]c2cc3c(cc2c1=O)OCO3)N1CCc2ccccc2C1
i	i	CO/N=C/C(=N\Nc1ccc(OC)cc1)C(=O)c1ccc(OC)cc1
i	i	O=C(NNC(=O)C1CCN(c2ncccn2)CC1)c1ccncc1
i	i	Cn1cc(CN2CCC(CO)(CCCc3ccccc3)CC2)c(-c2ccccc2)n1
x	i	CCc1c(C)c(C#N)c2nc3ccccc3n2c1N(C)C
i	i	CCOC(=O)c1ccccc1Cc1nc2ccccc2c(=O)[nH]1
i	i	CN1CCN(C(=O)c2cn(-c3ccccc3)nc2-c2cccs2)CC1
i	i	COc1ccc(-c2c(C#N)c(N)nc3c2c(=O)n(C)c(=O)n3C)cc1Cl
i	i	O=c1c2ccccc2ncn1Cc1cccc2ccccc12
i	i	Nc1cc(C(=O)c2ccccc2)ccc1N1CCOCC1
i	i	CC1CCCN(C(=O)COc2ccc3c(c2)OCO3)C1 (configuration not stated)
i	i	COc1ccc(Cn2c(=S)[nH]c3ccsc3c2=O)cc1
i	i	NC(=O)C1(N2CCCCC2)CCN(C(=O)NC2CCCCC2)CC1
i	i	N#Cc1ccc(C23CC4(C2)[C@H](CN(CC2CCCCC2)[C@@H]4c2ccccc2)C3c2ccccc2)cc1 (some centres not stated)
x	i	CC1=CC(c2ccccc2)n2nc(NS(=O)(=O)c3ccc(C)cc3)nc2N1 (configuration not stated)
i	i	CCCCOC(=O)CN1C(=O)c2ccc(C(=O)OCCCC)cc2C1=O
i	i	CC1Oc2ccccc2N(CC(=O)N2CCCCCC2)C1=O (configuration not stated)
i	i	CCS(=O)(=O)N1CCCC(C(=O)N2CCc3ccccc3C2)C1 (configuration not stated)
i	i	CCn1cc(S(=O)(=O)CC(=O)Nc2ccc(OC)cc2)c2ccccc21
i	i	COC(=O)c1cc(S(=O)(=O)Nc2ccsc2C(=O)OC)oc1C
i	i	Cc1ccccc1OCC(=O)N/N=C/c1cn(C)c2ccccc12
i	i	C=C(C)C(=O)Nc1cccc(C2=NOC3(C2)C[C@@H](C(N)=O)N(C(=O)c2cc([N+](=O)[O-])cc([N+](=O)[O-])c2C)C3)c1 (some centres not stated)
i	i	CCCCOc1nc2ccccc2nc1NS(=O)(=O)c1ccc(F)cc1
i	i	Cn1c(SCc2cc(=O)[nH]c3ccccc23)nnc1-c1ccc(Br)cc1
i	i	O=C1NC(=O)/C(=C\c2ccc(O)cc2O)S1
i	i	CNC(=O)c1c(O)c2cccc3c2n(c1=O)CCC3
x	i	Cc1ccc(-c2cc3onc(-c4ccccc4)c3c(=O)n2C)cc1
i	i	CC1=CC2=NC(=O)/C(=C\c3cccn3CCOc3cc(C)cc(C)c3)C(=N)N2O1
i	i	CCCCN1C(=O)C(CC(=O)NCC)SC1=Nc1ccccc1 (configuration not stated)
i	i	CC(=O)Nc1ccc(OCc2ccc3c(c2)OCO3)cc1
i	i	CCCOC(=O)c1ccc(NC(=O)C2C3C=CC(O3)C2C(=O)O)cc1 (configuration not stated)

Remaining list, next part
KCNQ2 inh	CHT block	SMILES
i	i	O=C(NC1CC1)c1ccc(CSCc2ccccc2Cl)o1
i	i	N#CC1(NC(=O)COc2ccc3oc4ccccc4c3c2)CCCCC1
i	i	CCCn1c(=O)n(C)c(=O)c2c(SCC(=O)NC34CC5CC(CC(C5)C3)C4)nc(CC(C)C)nc21
i	i	O=C(O)c1cc2ncc(-c3[nH]ncc3[N+](=O)[O-])cn2n1
i	i	CC(C)COc1ccc(C(=O)Nc2ccc([N+](=O)[O-])cc2)cc1
i	i	CN1CCC(NC(=O)Nc2cccc(C(F)(F)F)c2)CC1
i	i	O=C(NN=C1CCCC1)c1cccc(O)c1
i	i	COc1ccc(N(C(=O)c2snc(C(N)=O)c2N)C(C(=O)NC2CCCC2)c2ccc(C)o2)c(OC)c1 (configuration not stated)
i	i	CSc1ncccc1C(=O)N1CCCC(C(=O)c2cc(F)ccc2F)C1 (configuration not stated)
x	i	c1ccc(Cn2cnc3ccccc32)cc1
i	i	COc1ccc2c(c1)c(=O)oc1c(C)c(OC(C)C(=O)NCC3CCC(C(=O)O)CC3)ccc12 (configuration not stated)
i	i	O=C(Cc1cccs1)N1CCCC(c2nc3c(nnn3Cc3ccccc3Cl)c(=O)[nH]2)C1 (configuration not stated)
i	i	Cc1ccc(/C=N/n2c(-c3ccncc3)n[nH]c2=S)s1
i	i	CC1=CC(C)C2(CO)COC(c3ccc(O)cc3)C1C2C (configuration not stated)
i	i	Cn1c(=O)c2c(nc(N3CCCCC3)n2CC(O)COc2ccccc2)n(C)c1=O (configuration not stated)
i	i	O=C1CC(c2ccccc2)CC(O)=C1C=Nc1ccc(O)cc1 (configuration not stated)
i	i	O=c1[nH]cnc2c1c(-c1ccccc1)cn2-c1ccc(F)cc1
i	i	CN(CCOC(=O)/C=C/c1ccco1)Cc1ccccc1
i	i	CC(=O)N1c2ccc(S(=O)(=O)N3CCC(C(=O)Nc4cccc(F)c4)CC3)cc2CC1C (configuration not stated)
i	i	COC(=O)c1ccc(NC(=O)c2ccccc2N(C)S(=O)(=O)c2ccccc2)cc1
i	i	OCCN(Cc1ccccc1)c1ncnc2sccc12
i	i	Cc1cc(C)n(C2CCCCC2OC(=O)CCc2ccccc2)n1 (configuration not stated)
-8.2*	i	COc1ccc(CCNC(=O)c2cc(-c3ccco3)nc3ccccc23)cc1
i	i	O=C(CSc1ccc(Br)c2cccc(Cl)c12)Nc1ccc(S(=O)(=O)Nc2nccs2)cc1
i	i	CC1C(=O)CC(c2ccccc2)NC1c1ccccc1 (configuration not stated)
i	i	COc1ccccc1N1CCN(/N=C/C=C\c2ccccc2[N+](=O)[O-])CC1
i	i	CCOC(=O)C1(CCOc2ccccc2)CCN(Cc2ccc(F)c(OC)c2)CC1
i	i	CC(=O)N1CCC[C@H]1C(=O)O
i	i	CCc1cccc(CC)c1NC(=O)CN1CCN(c2ccccc2)CC1
i	i	CN(C(=O)c1ccncc1)c1ccccc1
i	i	Cc1onc(-c2ccccc2)c1C(=O)c1c[nH]c(C(=O)NCc2ccncc2)c1
i	i	CC(C)CN(CC(C)C)S(=O)(=O)N1CCC(C(=O)NC2CCCCCCC2)CC1
i	i	Cc1nc(SCCOc2ccc(F)cc2)c2ccccc2n1
i	i	CN1CCN(S(=O)(=O)c2ccc3c(c2)NC(=O)C2CCCN32)CC1 (configuration not stated)
i	i	COc1ccc(OCC(O)CON2C(=O)c3ccccc3C2=O)cc1 (configuration not stated)
i	i	CC(=O)Cn1nnc(-c2ccc(C(F)(F)F)cc2)n1
i	i	COc1ccc(/C=N/N2CCOCC2)cc1Cn1cc([N+](=O)[O-])cn1
i	i	S=C(Nc1cc(Cl)cc(Cl)c1)NC1CCN(Cc2ccccc2)CC1
i	i	CCCCOc1ccc(/C=N/NC(=O)C2CCCNC2=O)cc1 (configuration not stated)
i	i	CN(C(=O)c1ccc(OC2CCN(Cc3ccccn3)CC2)cc1)C1CCCCC1
i	i	CCOC(=O)C1CCN(CCCSc2ccc(Cl)cc2)CC1
i	i	COc1ccc(NS(=O)(=O)c2cc(S(C)(=O)=O)ccc2C)cc1
i	i	CN(CCCNC(=O)CSc1cc(=O)n(C)c2ccc(Cl)cc12)Cc1ccccc1
i	i	O=C(NNC(=O)c1ccc([N+](=O)[O-])cc1)c1ccncc1
i	i	NC(=O)N=Nc1c(O)[nH]c2ccc([N+](=O)[O-])cc12
i	i	Cc1nc(S(=O)(=O)Cc2ccccc2)nc2c1CCC2
i	i	Cc1c(NC(=O)C2CC(c3cccc(Br)c3)=NO2)c(=O)n(-c2ccccc2)n1C (configuration not stated)
i	i	Cc1cccc(NC(=S)NC(=O)c2ccco2)n1
i	i	CSCCC(NS(=O)(=O)c1ccc(Cl)cc1)C(=O)O (configuration not stated)
i	i	COc1cc(C)c(C(=O)Oc2cc(C)c(C(=O)O)c(O)c2C)c(O)c1C

The list continues.
KCNQ2 inh	CHT block	SMILES
i	i	CC(NS(=O)(=O)c1ccc(N)cc1)C1CC2CCC1C2 (configuration not stated)
i	i	Cc1nc2ccccc2c2nc(NC(=O)C(F)(F)F)nn12
i	x	COC(=O)c1cc(CNC(=O)CCCSc2ccccc2)ccc1OC
i	i	CCc1n[nH]c(=S)n1/N=C/c1c(C)nn(-c2ccccc2)c1Cl
i	i	Cc1ccc(/C=N/NC(=O)Cc2ccc(Cl)cc2)s1
i	i	Cn1c(C(=O)NCc2cccnc2)cc2sccc21
i	i	COc1ccc(-c2cc(C(F)(F)F)n3nc(C(=O)Nc4cc(C)on4)cc3n2)cc1OC
i	i	Cc1ccc(CS(=O)(=O)c2nsc(C)c2C#N)cc1
i	i	CCOC(=O)C1CCCN(C(=O)c2cn(-c3ccccc3)nc2-c2cccnc2)C1 (configuration not stated)
i	i	COc1cccc(CNC(=O)CCC2CCCN(C(=O)c3csc(C(C)C)n3)C2)c1 (configuration not stated)
i	i	N#C/C(=C/c1ccc(F)cc1)c1nnc(NC(=O)c2ccccc2)s1
i	i	O=C(NNS(=O)(=O)c1ccc(F)cc1)c1ccc([N+](=O)[O-])cc1Cl
i	i	CC(=O)N1CCC2(CC1)CC(=O)c1cc(Cl)ccc1O2
i	i	O=C(O)COc1ccccc1/C=N/NC(=O)c1cc(-c2ccc(Cl)cc2)nc2ccccc12
i	i	CC(OC(=O)c1ccc(-n2cnnn2)cc1)C(=O)NCc1ccccc1 (configuration not stated)
i	i	CCOC(=O)N1CCN(C(=O)c2ccc(OC(C)=O)cc2)CC1
i	i	N/C(=N\OC(=O)c1ccc(Cl)cc1)c1[nH]ncc1Br
i	i	CCOc1ccccc1NC(=O)NCCC1=CCCCC1
i	i	COC(=O)C/C=C/[C@@H](C)[C@@H](/C=N/O[C@H](C)c1cn([C@@H]2COC[C@H]2O)nn1)NS(=O)(=O)c1ccc(C)cc1
i	i	O=C(c1cccs1)N1CCN(c2ncc(Br)cn2)CC1

The last 3 compounds of the part before open the next one:
KCNQ2 inh	CHT block	SMILES
i	i	CCOc1ccccc1NC(=O)NCCC1=CCCCC1
i	i	COC(=O)C/C=C/[C@@H](C)[C@@H](/C=N/O[C@H](C)c1cn([C@@H]2COC[C@H]2O)nn1)NS(=O)(=O)c1ccc(C)cc1
i	i	O=C(c1cccs1)N1CCN(c2ncc(Br)cn2)CC1
i	i	CCOc1ccc2nc(N3CCCCCC3)sc2c1
i	i	COc1ccc(NC(=O)Cn2nnc(C(=O)NCc3cccs3)c2N)c(OC)c1
i	i	Cc1cc(Br)ccc1NC(=O)CN(C)C(=O)c1cc(S(=O)(=O)N(C)C)ccc1N1CCCC1
i	i	CCOC(=O)N1CCN(c2ncnc3nc[nH]c23)CC1
i	i	CCOC(=O)C1CCCN(Cc2c(F)cccc2Cl)C1 (configuration not stated)

Compounds shown so far that contain fluorine:
KCNQ2 inh	CHT block	SMILES
i	i	O=C(Nc1nc2ccccc2[nH]1)Nc1ccccc1F
i	i	CCCCOc1nc2ccccc2nc1NS(=O)(=O)c1ccc(F)cc1
i	i	CN1CCC(NC(=O)Nc2cccc(C(F)(F)F)c2)CC1
i	i	CSc1ncccc1C(=O)N1CCCC(C(=O)c2cc(F)ccc2F)C1 (configuration not stated)
i	i	O=c1[nH]cnc2c1c(-c1ccccc1)cn2-c1ccc(F)cc1
i	i	CC(=O)N1c2ccc(S(=O)(=O)N3CCC(C(=O)Nc4cccc(F)c4)CC3)cc2CC1C (configuration not stated)
i	i	CCOC(=O)C1(CCOc2ccccc2)CCN(Cc2ccc(F)c(OC)c2)CC1
i	i	Cc1nc(SCCOc2ccc(F)cc2)c2ccccc2n1
i	i	CC(=O)Cn1nnc(-c2ccc(C(F)(F)F)cc2)n1
i	i	Cc1nc2ccccc2c2nc(NC(=O)C(F)(F)F)nn12
i	i	COc1ccc(-c2cc(C(F)(F)F)n3nc(C(=O)Nc4cc(C)on4)cc3n2)cc1OC
i	i	N#C/C(=C/c1ccc(F)cc1)c1nnc(NC(=O)c2ccccc2)s1
i	i	O=C(NNS(=O)(=O)c1ccc(F)cc1)c1ccc([N+](=O)[O-])cc1Cl
i	i	CCOC(=O)C1CCCN(Cc2c(F)cccc2Cl)C1 (configuration not stated)

Rows were taken by chance; about 1.9% have a hit in one of these screens.
